LYP phosphatase: inhibitors of LYP phosphatase, biochemical, fluorescence intensity, uHTS (AID 1779); recombinant LYP phosphatase, fluorescence intensity; higher % means a stronger effect; inhibition, % at 11.5 µM; hits with a dose series show IC50 in µM; 290,000 tested, 0.054% active; in the data active = inhibition above about 50%;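 also: plate controls were vehicle with enzyme for no effect and no enzyme for full effect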
GPR35 antagonists: inhibition of zaprinast-stimulated GPR35 beta-arrestin translocation – imaging, U2OS, beta-arrestin-GFP, zaprinast agonist, primary screen (AID 2058) | 290,000 tested, 0.052% active | U2OS GPR35 beta-arrestin-GFP translocation imaging, zaprinast antagonism; higher % means a stronger effect | inhibition, % at 10 µM, or IC50 in µM where a hit was titrated;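 active = inhibition of at least 50% with at least 30 cells and total cytoplasm GFP at most 10,000,000; inconclusive = under 30 cells or total GFP of 10,000,000 plus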
RSV CPE inhibition: inhibition of RSV-induced cytopathic effect – HEp-2 cells, primary 10 µM value included (AID 2391). 310,000 tested, 0.13% active. CPE inhibition, % at 10 µM; hits with a dose series show IC50 in µM. HEp-2 cells, RSV-induced CPE inhibition; higher % means a stronger effect; in the data active = a potency from the dose series; inconclusive = CPE inhibition mostly from about 23% at the one dose, without a potency; inactive = the rest, 99 in 100 with CPE inhibition below about 21%; also: strong numbers were not always called active
Autophagy HCS: alters autophagy in cells | calls only at 10 µM (by protocol) | MEF GFP-LC3 puncta imaging; test concentration mostly 10 µM | 190,000 tested, 0.98% active;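 active = percentage of spot-positive cells more than 3 SD above its plate mean, without a fluorescence outlier flag or 80% toxicity; inconclusive = no clear call, values can overlap the other calls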;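 also: spot-positive cell cutoff set from DMSO-treated cells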
NTR1 ag: agonists of NTR1, primary screen, imaging, U2OS cells, beta-arrestin-GFP, high content (AID 493036); P30989; NTR1-U2OS beta-arrestin-GFP spot imaging, agonist mode; activation, % at 20 µM; 330,000 tested, 0.17% active;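 active = activation at or above 40% of the spot to cytoplasm intensity ratio, with at least 20 cells analyzed; inconclusive = wells under 20 cells, flagged as cytotoxic or low count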;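 also: 0% = DMSO without peptide and 100% = 100 nM NTR1 peptide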
Target sequence (P30989 whole entry, looked up): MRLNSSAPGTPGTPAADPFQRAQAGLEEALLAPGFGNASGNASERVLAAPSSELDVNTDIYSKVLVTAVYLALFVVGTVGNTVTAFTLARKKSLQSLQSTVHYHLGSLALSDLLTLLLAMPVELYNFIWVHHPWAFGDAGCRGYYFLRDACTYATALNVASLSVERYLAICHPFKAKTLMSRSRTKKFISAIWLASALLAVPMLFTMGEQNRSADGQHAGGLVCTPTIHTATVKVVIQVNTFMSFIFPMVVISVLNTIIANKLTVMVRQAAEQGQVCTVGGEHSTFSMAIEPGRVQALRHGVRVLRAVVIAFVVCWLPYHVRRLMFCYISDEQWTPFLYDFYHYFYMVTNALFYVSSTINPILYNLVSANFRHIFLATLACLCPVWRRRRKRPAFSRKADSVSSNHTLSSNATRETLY
NS5 inhibitors: Dengue-2 NS5 methyltransferase inhibitors, primary screen, biochemical, confirmation dose response (AID 588689). one-dose inhibition, % at 25 µM; IC50 in µM for titrated hits. Dengue-2 NS5 methyltransferase capping enzyme assay, biochemical; higher % means a stronger effect. 340,000 tested, 0.3% active; in the data active = a potency from the dose series; inconclusive = inhibition above about 29% without an active follow-up result
WT yeast gro inh: growth inhibition of WT yeast, mitochondrial fusion screen; 190,000 tested, 2.1% active; mitochondrial fusion phenotypic screen, WT strain; inhibition, % at 10 µM; in the data active = inhibition above about 58%; tested in S. cerevisiae
K1F lysis inhibition: protection from phage-mediated lysis, alamar blue read-out – E. coli UTI89, K1F phage, bacterial capsule biogenesis inhibitors (AID 488966) | E. coli UTI89 K1F phage lysis, alamar blue, 2 h; higher % means a stronger effect | inhibition, % at 100 µM, or IC50 in µM where a hit was titrated | 340,000 tested, 0.02% active;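 active = phage lysis inhibition, versus mean bacterial control, above a set limit; inconclusive = no clear call, values can overlap the other calls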;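 also: capsule biogenesis inhibitors block K1F phage lysis so surviving cells raise fluorescence; higher fluorescence means more inhibition of phage lysis; actives were called in the ten point dose series up to 300 µM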
AID2073: inhibitors of Mint1-CaV2.2 protein interaction, biochemical, HTRF (AID 2073). HTRF protein-protein interaction, Mint1-CaV2.2; higher % means a stronger effect. inhibition, % at 20 µM, or IC50 in µM where a hit was titrated. 290,000 tested, 0.19% active; in the data active = inhibition mostly above about 51%, no sharp cut-off; inconclusive = no clear call, values can overlap the other calls; inactive = mostly below about 53%; also: some results filed as inactive read as strong as hits
WT yeast gro inh mutant strain: second read-out of WT yeast gro inh, no call of its own (marks repeat the call); inhibition, %; mitochondrial fusion phenotypic screen, mutant strain inhibition
Autophagy HCS cell loss 18 h: further read-out of Autophagy HCS, marked with its call; toxicity, %; measured here: cell loss, nuclei count;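 cell loss after 18 h compound exposure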
NTR1 ag cell count 20 µM: second read-out of NTR1 ag, no call of its own (marks repeat the call); cell count; measured here: cell count, cytotoxicity flag
NS5 inhibitors pilot replicate: second read-out of NS5 inhibitors, no call of its own (marks repeat the call); inhibition, %; measured here: pilot screen replicate inhibition
* hit, by the source's call; i = inactive; ? = inconclusive; · = not tested or not shown; + = active, no number; & = joins results of further samples; [ ] = dose if it differs, or a comment.

SMILES	LYP phosphatase	GPR35 antagonists	RSV CPE inhibition	Autophagy HCS	Autophagy HCS cell loss 18 h	NTR1 ag	NTR1 ag cell count 20 µM	NS5 inhibitors	WT yeast gro inh	WT yeast gro inh mutant strain	K1F lysis inhibition	AID2073	others
Cc1ccc(NC(=O)N2CCCC2C(=O)NCC2CCCCC2)cc1 (stereo not given)	1%	-11%	1.1%	·	·	-3.2	53	-2%	·	·	-0.1%	-6%
O=C(O)C(c1ccccc1)N1C(=O)/C(=C\c2ccc(-c3ccc(Br)cc3)o2)SC1=S (stereo not given)	1%	20%	·	·	·	-2.6	80	?	·	·	-0.1%	16%
COC(=O)c1ccc(N2C(=O)CC(SCCN)C2=O)cc1 (stereo not given)	-4%	-2%	1.1%	i	4	0.5	47	6%	0	6	0.1%	-1%
CCN(CC)S(=O)(=O)c1cc([N+](=O)[O-])ccc1N=Nc1c(O)[nH]c2ccccc12	3%	-6%	-0.1%	+	-3.2*	·	·	-4%	5	-15	2.9%	25%
CCOC(=O)C1=NNC(C(=O)c2ccc(OC)cc2)C1c1ccccc1 (stereo not given)	-2%	-16%	0.3%	i	-8	0.7	67	1%	16	9	0.1%	8%
CCCN(CCC(=O)Nc1ccccc1F)CC1CC1	-4%	-1%	0.0%	i	-5	-0.1	47	-4%	6	5	-0.1%	7%
CC(=O)Nc1cccc(N(C)C)c1	-6%	-6%	0.4%	i	-3	-0.2	40	-2%	10	1	-0.5%	-7%
CCC(C)NC(=O)c1cc(CC(C)C)on1 (stereo not given)	-2%	7%	0.5%	·	·	0.3	79	-4%	7	2	-0.6%	0%
Cc1ccc(S(=O)(=O)NCC(=O)N2CCN(c3ccccc3F)CC2)cc1	6%	-2%	0.7%	i	-1	-0.1	49	-5%	6	-18	1.0%[50 µM]	11%
O=C(c1cc(-c2ccc(Cl)c(Cl)c2)on1)N1CCOCC1	-9%	-5%	2.0%	·	·	0.3	35	-6%	·	·	0.2%	-3%
CCN1CCN(c2ccc(NC(=O)c3cnccn3)cc2)CC1	-3%	-2%	-1.0%	i	-10	-0.7	60	·	5	4	·	12%
O=C(NCC1CCCO1)C(=O)N/N=C/c1cc(Cl)ccc1O (stereo not given)	0%	23%	0.1%	·	·	1.5	50	-9%	·	·	0.1%	15%
Cc1ccc(NC(=O)CNC(=O)C2CCCCC2)nc1	·	·	-0.8%	·	·	0.5	63	-5%	·	·	1.0%[50 µM]	·
Cn1c(SCc2c(Cl)cccc2Cl)nnc1-c1ccc2nonc2c1	-3%	-4%	·	·	·	2.1	48	-2%	·	·	0.7%	9%
NC(=O)c1ccc(N2CCNC(=O)C2)c([N+](=O)[O-])c1	2%	-4%	0.8%	·	·	-1.1	21	-9%	·	·	0.3%	-13%

Reprinted from the part before: 3 compounds, then new ones.
SMILES	LYP phosphatase	GPR35 antagonists	RSV CPE inhibition	Autophagy HCS	Autophagy HCS cell loss 18 h	NTR1 ag	NTR1 ag cell count 20 µM	NS5 inhibitors	WT yeast gro inh	WT yeast gro inh mutant strain	K1F lysis inhibition	AID2073	others
Cc1ccc(NC(=O)CNC(=O)C2CCCCC2)nc1	·	·	-0.8%	·	·	0.5	63	-5%	·	·	1.0%[50 µM]	·
Cn1c(SCc2c(Cl)cccc2Cl)nnc1-c1ccc2nonc2c1	-3%	-4%	·	·	·	2.1	48	-2%	·	·	0.7%	9%
NC(=O)c1ccc(N2CCNC(=O)C2)c([N+](=O)[O-])c1	2%	-4%	0.8%	·	·	-1.1	21	-9%	·	·	0.3%	-13%
S=c1[nH]nc(COc2ccccc2)n1/N=C/c1cccc(Br)c1	-2%	-10%	4.2%	·	·	0.3	102	1%	·	·	0.4%	-32%
COc1cc(OC)cc(C(=O)N2CCN(C(=O)c3ccc(OC)c(OC)c3)CC2)c1	-4%	-20%	2.0%	i	4	1.9	56	-4%	-5	-28	3.8%	-1%
COc1ccc(/C=N/n2c(COc3ccccc3)n[nH]c2=S)cc1OC	-4%	-3%	1.8%	·	·	1.0	85	-10%	·	·	0.1%	1%
COc1ccnc(NCc2cccnc2)c1C#N	-9%	-5%	3.7%	i	21	1.5	53	-1%	-10	-21	0.3%	-3%
COCCn1c(SCC(=O)N2CCCc3ccccc32)nc2ccccc2c1=O	-9%	7%	0.4%	i	1	3.6	70	11%	10	18	-0.9%	-6%	NS5 inhibitors pilot replicate=1.5
Cc1cccc(OCC(=O)Nc2cc(NC(=O)COc3cccc(C)c3C)cc(C(=O)O)c2)c1C	1%	20%	?	·	·	1.0	57	·	·	·	1.0%	21%
CC(C)(C)C(=O)CN1C(=O)NC2(CCc3ccccc32)C1=O (stereo not given)	-7%	-3%	4.9%	·	·	0.1	67	-1%	·	·	1.2%[50 µM]	8%
COc1ccc(C(C(=O)NC2CCCCC2)N(C(=O)CCl)c2ccc(C)cc2)cc1 (stereo not given)	-12%	-12%	3.0%	i	75	35	62	4%	-5	-5	1.0%[50 µM]	2%
COc1ccc(-c2nnc(SC)o2)c(OC)c1	7%	-3%	1.7%	i	-6	-0.4	80	-1%	-4	15	0.1%	42%
Cc1cccn2c(=O)nc(SCC(=O)NCc3ccc(F)cc3)nc12	·	·	1.8%	·	·	-0.5	92	4%	·	·	0.9%[50 µM]	·
CCCN(CCC)C(=O)Cn1c(=O)n(CCCCCC(=O)Nc2ccccc2)c(=O)c2sccc21	2%	-9%	1.4%	i	6	0.8	48	4%	14	13	8.6%	?
CCN(C(=O)CN1C(=O)NC2(CCc3ccccc32)C1=O)C1CCCCC1 (stereo not given)	·	·	-1.4%	·	·	0.4	61	-6%	·	·	0.4%[50 µM]	·
CCCCc1cc(=O)oc2c(C)c(OCc3nn[nH]n3)ccc12	-7%	5%	1.4%	·	·	1.4	69	-4%	·	·	0.7%	-5%
Cc1ccc(NC(=O)CSc2ncnc3ccccc23)cc1S(=O)(=O)N1CCCCC1	3%	-16%	3.0%	i	-2	3.3	52	-9%	20	-4	-1.5%	16%
CCCCn1c(N)c(N(CC(C)C)C(=O)C(C)SCc2nc3sc(C)c(C)c3c(=O)[nH]2)c(=O)[nH]c1=O (stereo not given)	·	·	-2.1%	·	·	-0.3	59	-3%	·	·	0.9%[50 µM]	·
CCN(CCS(=O)(=O)c1ccc(Cl)cc1)C(=O)Nc1ccccc1	-7%	-6%	0.4%	·	·	0.2	44	·	·	·	·	15%
COc1ccc2[nH]c(C(=O)O)c(NC(=O)c3cc(OC)c(OC)c(OC)c3)c2c1	-3%	-6%	3.6%	·	·	1.5	94	0%	·	·	1.2%[50 µM]	9%
CCOCCCn1c(SCC(=O)Nc2ccc(NC(C)=O)cc2)nc2ccccc2c1=O	-5%	2%	1.0%	·	·	0.7	69	-2%	·	·	0.1%	2%
O=C(CCNC(=O)c1ccccc1Cl)Nc1nc(-c2ccc3ccccc3c2)cs1	-3%	-14%	14%	i	5	3.4	82	-1%	43	2	0.4%	7%
S=C(Nc1ccccc1)c1ccccn1	0%&-2%	10%&-6%	1.2%	i	-4	3.3	42	0%	26	35	-1.4%	-17%&-16%
S=C(Nc1ccc2c(c1)OCO2)Nc1ccccc1Cl	-9%	8%	4.1%	·	·	2.5	50	21%	·	·	1.5%	-51%
COc1cc(/C=N/NC(=O)c2cc(C3CC3)[nH]n2)ccc1O	3%	-4%	0.6%	·	·	0.2	66	0%	·	·	0.2%[50 µM]	10%
O=C(CSc1nnc(CN2CCOCC2)n1-c1ccccc1)N1CCc2ccccc21	4%	-4%	-0.3%	i	1	-1.6	70	-6%	-1	-10	0.1%	-12%
CCCC(=O)C1=C(O)C(C(=O)OC)C(C)(C)CC1=Nc1ccncc1 (stereo not given)	-6%	0%	0.8%	i	10	-1.4	56	4%	4	-4	0.2%	?
Cc1snnc1C(=O)NC(=S)Nc1ccccc1	-8%	7%	0.0%	·	·	0.4	50	-6%	·	·	0.4%	-24%

Quoted at random: two entries already listed
SMILES	LYP phosphatase	GPR35 antagonists	RSV CPE inhibition	Autophagy HCS	Autophagy HCS cell loss 18 h	NTR1 ag	NTR1 ag cell count 20 µM	NS5 inhibitors	WT yeast gro inh	WT yeast gro inh mutant strain	K1F lysis inhibition	AID2073	others
CCC(C)NC(=O)c1cc(CC(C)C)on1 (stereo not given)	-2%	7%	0.5%	·	·	0.3	79	-4%	7	2	-0.6%	0%
CC(=O)Nc1cccc(N(C)C)c1	-6%	-6%	0.4%	i	-3	-0.2	40	-2%	10	1	-0.5%	-7%

Bioassay records (PubChem)
